Source: PubChem BioAssay
MITF primary: inhibitors of human MITF; O75030; AlphaScreen MITF homodimerization, bead proximity signal; inhibition, % at 2.6 µM; actives 0.91% (n = 650,000); AID 1259374; in the data active = inhibition above about 50%;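 note: 0% = vehicle wells with protein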
Target sequence (O75030 whole entry, looked up): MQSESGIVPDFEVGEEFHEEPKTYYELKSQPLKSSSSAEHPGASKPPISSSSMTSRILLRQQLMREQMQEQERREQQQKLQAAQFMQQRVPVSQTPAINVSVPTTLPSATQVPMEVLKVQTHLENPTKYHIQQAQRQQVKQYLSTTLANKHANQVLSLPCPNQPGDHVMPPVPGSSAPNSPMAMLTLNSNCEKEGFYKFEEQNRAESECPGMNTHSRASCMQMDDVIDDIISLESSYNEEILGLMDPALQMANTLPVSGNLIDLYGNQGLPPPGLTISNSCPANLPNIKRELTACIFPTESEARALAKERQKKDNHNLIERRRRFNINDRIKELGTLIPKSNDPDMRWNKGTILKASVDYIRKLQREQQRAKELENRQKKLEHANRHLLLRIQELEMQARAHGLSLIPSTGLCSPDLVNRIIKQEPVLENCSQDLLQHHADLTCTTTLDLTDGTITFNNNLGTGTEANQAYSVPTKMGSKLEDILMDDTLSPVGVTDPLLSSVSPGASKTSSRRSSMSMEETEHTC
GPR151 ag: activates the human receptor GPR151 | activation, % at 11.2 µM | AID 1508602 | PathHunter beta-arrestin GPR151 cells, luminescence | actives 1% (n = 650,000); in the data active = activation above about 4.9%;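 note: 0% = median of compound wells and 100% = cells with positive control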
Target sequence (Q8TDV0 whole entry, looked up): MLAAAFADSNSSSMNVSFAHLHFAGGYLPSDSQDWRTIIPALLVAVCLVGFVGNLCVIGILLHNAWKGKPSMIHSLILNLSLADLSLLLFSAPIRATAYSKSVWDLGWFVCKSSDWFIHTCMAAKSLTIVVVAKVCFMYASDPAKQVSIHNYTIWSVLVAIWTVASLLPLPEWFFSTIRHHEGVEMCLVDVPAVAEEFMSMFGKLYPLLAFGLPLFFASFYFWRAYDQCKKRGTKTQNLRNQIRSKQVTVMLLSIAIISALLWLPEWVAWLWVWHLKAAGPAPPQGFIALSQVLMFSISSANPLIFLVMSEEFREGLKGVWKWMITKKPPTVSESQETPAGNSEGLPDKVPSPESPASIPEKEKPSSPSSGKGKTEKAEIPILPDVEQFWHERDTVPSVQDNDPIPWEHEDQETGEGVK
TEAD-YAP inh: TEAD-YAP interaction inhibition. HEK-TIYL cells, TEAD-Gal4/YAP UAS-luciferase luminescence. inhibition, % at 9.12 µM. actives 1.4% (n = 640,000). AID 1259422; in the data active = inhibition above about 32%;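 note: 0% = median of test compound wells and 100% = reference inhibitor wells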
FBW7 activator: activators of human E3 ligase FBW7; normalized activity (activation), % at 26.1 µM; AlphaScreen FBW7–phospho-cyclin E peptide binding, activator screen; actives 0.13% (n = 650,000); Q969H0; in the data active = normalized activity above about 1.9%;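 note: purified mutant Fbw7 with reduced substrate affinity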
* hit, by the source's call.

Screens in order – FBW7 activator, TEAD-YAP inh, GPR151 ag, MITF primary
Cc1ccccc1C(=O)CC(=O)c1ccccc1O
    -0.1, 1.3, -1.6, 10.6
O=C(CSc1nc2ccccc2c(=O)n1CC1CCC(C(=O)NCCc2ccccc2)CC1)NCCc1ccccc1 (stereo unspecified)
    0.0, -20.1, 4.3, -1.6
C=CCn1c(SCC(=O)N2CCCC2)nc2cc(C(=O)N3CCN(C)CC3)ccc2c1=O
    0.2, 5.9, 0.2, 13.9
COC(=O)C1=C(C)N=c2s/c(=C/c3ccc(Cl)c(Cl)c3)c(=O)n2C1c1ccccc1 (stereo unspecified)
    0.1, -3.8, -0.1, 1.8
COc1cccc(CN2CCN(CCC(C)C)C(CCO)C2)c1O (stereo unspecified)
    0.0, 12.6, -1.2, -0.5
CCOC(=O)c1cc(CC)sc1NC(=O)c1ccc2cc(OC)ccc2c1
    0.4, -0.5, 3.2, -6.1
CS(=O)(=O)c1ccc(Oc2ccc(-c3nnco3)cc2)c([N+](=O)[O-])c1
    0.1, 4.0, -1.1, 1.6
CCCS(=O)(=O)c1c(S(=O)(=O)CCC)c2cc(-c3ccncc3)ccn2c1C(=O)OC
    -0.1, -9.3, 0.2, 7.4
O=C(N/N=C/c1cccnc1)C(=O)N1CCCCCC1
    0.0, 2.9, 1.7, 4.3
CC(=O)Nc1cnn(-c2ccc(C(=O)N3CCCO3)cc2)c1
    0.0, 9.6, -6.1, -13.3
O=C(OCC#CCSc1nc2ccccc2s1)c1ccc(Br)cc1
    0.2, -10.1, 1.0, 2.0
CCSc1ccccc1C(=O)NCc1ccc(OC)cc1
    0.0, -10.2, 1.9, -9.3
CS(=O)(=O)NCCCNc1ccc([N+](=O)[O-])cc1Cl
    -0.1, 22.3, -0.4, 7.8
CC(C)Oc1ccccc1C1(c2ccccc2)NC(=O)NC1=O (stereo unspecified)
    0.0, 10.8, -0.9, -10.8
O=c1[nH]ncc2c3ccccc3n(Cc3ccc(F)cc3)c12
    0.3, -19.6, -0.6, -16.2
CCOc1ccc(-c2cn(S(=O)(=O)c3cccc4nsnc34)nc2N)cc1
    -0.2, -6.1, -1.0, 4.5
CCOC(=O)CCN1C(=O)c2ccccc2Sc2ncccc21
    0.1, -11.4, -0.3, -9.3
O=C(C1CCCN1S(=O)(=O)c1ccc2nc(-c3ccccc3)[nH]c2c1)N1CCOCC1 (stereo unspecified)
    0.0, -3.4, -0.2, 7.6
Cc1noc(C)c1-c1nc(Nc2ccccc2)c2[nH]cnc2n1
    0.0, -2.4, -0.5, -5.2
COC(=O)c1cc(OC)c(OC)cc1NC(=S)N1CCN(c2ccccn2)CC1
    -0.2, -2.5, 2.1, -1.7

New compounds follow:
Screens in order – FBW7 activator, TEAD-YAP inh, GPR151 ag, MITF primary
CCOc1ccc(/C=N/n2cnnc2)cc1OC
    -0.1, 2.7, -0.8, -0.2
CC1CCc2nc3ccccc3c(C(=O)OCC#N)c2C1 (stereo unspecified)
    0.1, 9.9, -0.5, 0.0
N=C1/C(=C/c2ccc3c(c2)OCO3)C(=O)N=C2SC=C(c3ccccc3)N12
    -0.1, -9.8, -0.6, -0.6
CCN(CC)c1ccc(/C=N/NC(=O)c2nnn(-c3nonc3N)c2COC)c(O)c1
    -0.1, 36.5*, 0.0, -6.8
O=C(c1ccc(Cn2c(=S)[nH]c3ccc(Br)cc3c2=O)cc1)N1CCN(Cc2ccccc2)CC1
    -0.1, 6.6, 0.9, 7.1
CC1=C(C(=O)Nc2cccc(Cl)c2)C(c2ccc(C(C)C)cc2)NC(=O)N1 (stereo unspecified)
    0.4, 7.2, 1.3, 6.4
Cc1nc2c(c(=O)[nH]1)CCN(CCC(C)c1ccccc1)C2 (stereo unspecified)
    -0.1, 9.6, 0.1, 2.5
COc1cc(OC)cc(C(=O)Nc2cc(C(=O)Nc3cc(Cl)ccc3C)ccc2N2CC3CC(C2)c2cccc(=O)n2C3)c1 (stereo unspecified)
    0.0, -5.7, -1.0, -1.2
O=S(=O)(O)CCc1cccc[n+]1CC[n+]1ccccc1
    0.2, 10.8, -1.0, 6.3
COc1cccc(CNCc2ccc(F)c(F)c2)c1OC
    0.1, 6.9, -0.4, 46.8
O=[N+]([O-])c1ccc(-c2csc(=Nc3ccc(F)cc3)n2CCCCCCO)cc1
    0.1, -1.4, 0.8, 20.9
O=C(Oc1ccc2ccccc2c1)c1ccncc1
    -0.1, -11.7, -1.0, 3.0
COc1ccc(CN2C3CCC2CC(NC(=O)c2ccccc2Cl)C3)cc1 (stereo unspecified)
    0.1, 10.4, 0.6, 4.5
COc1cccc(/C=N/N2CCN(Cc3ccc(C)cc3C)CC2)c1O
    0.0, -14.1, 3.2, 16.0
CC1(C)NC(=O)N(CC(O)Cn2c3ccccc3c3ccccc32)C1=O (stereo unspecified)
    0.7, 3.8, -1.6, 7.7
O=C1CCCN1c1cccc(C(=O)N2CCC[C@@H]3CN(C/C=C/c4ccccc4)CC[C@H]32)c1
    0.1, 8.2, -1.4, -1.1
CCC(c1nnnn1C1CCCCC1)N1CCN(C)CC1 (stereo unspecified)
    -0.4, -7.0, 0.8, -10.0
Cc1ccc2nc(NC(=O)/C=C/c3ccc([N+](=O)[O-])cc3)sc2c1
    0.1, -3.3, 1.0, 10.8
CC(NC(=O)COc1ccccc1)c1nnc2n1CCN(Cc1cccs1)CC2 (stereo unspecified)
    0.1, -2.5, -1.2, 18.6
CC1=C(C(=O)Nc2ccccc2C)C(c2cccs2)C(C#N)=C(SCC(=O)Nc2ccc(Cl)c(Cl)c2)N1 (stereo unspecified)
    0.5, -43.0, -0.5, -6.8

Following part.
Screens in order – FBW7 activator, TEAD-YAP inh, GPR151 ag, MITF primary
CCc1ccc(NS(=O)(=O)CC)cc1
    0.0, -0.5, 0.1, -6.4
CCOC(=O)c1cnc2c(C)cc(C)cc2c1NCc1cccnc1
    -0.1, 20.7, 1.4, 0.1
CO[C@H]1CC(O[C@@H]2/C(C)=C/C[C@@H]3C[C@@H](C[C@]4(CC[C@H](C)[C@@H](C5CCCCC5)O4)O3)OC(=O)[C@@H]3C=C(C)/C(=N/O)[C@H]4OC/C(=C\C=C\[C@@H]2C)[C@]43O)O[C@@H](C)C1O (stereo partly specified)
    0.1, 7.3, 0.4, 3.7
CCSCC(=O)Nc1ccc(F)cc1
    -0.2, 13.3, -1.2, 0.8
Cc1ccc(-n2c(SCC(N)=O)nc3ccc(Br)cc3c2=O)cc1
    -0.1, 6.9, -0.1, 8.3
CC(C)CCNC(=O)CN(C(=O)CCC(=O)Nc1ccccn1)c1ccc(F)c(Cl)c1
    0.3, -10.6, 0.7, -2.1
COc1cccc(CN2CCNC(=O)C2CC(=O)N2CCCN(C3CCCCC3)CC2)c1 (stereo unspecified)
    0.0, -2.5, 0.0, 7.1
COc1cc(NC(=O)CSC2=C(C#N)C(c3ccccc3)C(C(=O)Nc3ccc(Cl)cc3)=C(C)N2)c(OC)cc1Cl (stereo unspecified)
    -0.1, 2.8, 0.5, -3.1
COc1cc(C2C3=C(CCCC3=O)Nc3ccc4ncccc4c32)ccc1OC(C)=O (stereo unspecified)
    0.0, 54.4*, 1.2, 17.3
Cc1noc(C)c1S(=O)(=O)Nc1cccc(Cl)c1
    -0.5, -0.8, 2.8, -9.3
COc1ccc(/C=N/NC(=O)c2[nH]c(C)c(C(=O)N/N=C/c3ccc(OC)cc3)c2C)cc1
    0.2, 3.4, -1.2, 15.3
O=C(O)c1ccccc1SC1CC(=O)N(c2ccccc2SC(F)(F)F)C1=O (stereo unspecified)
    -0.2, 5.1, -2.6, -13.3
CCOC(=O)c1c(-c2ccc(OC)cc2)csc1NC(=O)CSc1cc(C)c2ccccc2n1
    0.1, 9.5, 0.2, -9.6
CCOC(=O)C1CCN(C(=O)C(C)(C)C)CC1
    -0.1, 5.6, 2.4, 17.9
CCOC(=O)C1=C(c2ccccc2)NC(=O)NC1c1ccccc1Br (stereo unspecified)
    0.0, -1.4, -0.5, 0.8
COc1cc(C=O)cc(OC)c1OC(=O)c1ccc(Cl)c([N+](=O)[O-])c1
    0.0, -3.0, -1.8, 13.7
O=C(O)c1cccc(NC(=S)NC(=O)c2ccc(F)cc2)c1
    -0.3, -13.6, 2.3, 0.5
COc1ccc(C(=O)Nc2sc3c(c2C(N)=O)CCC(C)C3)c(OC)c1 (stereo unspecified)
    0.0, 0.2, 1.1, -1.9
Cc1nn(-c2ccccc2)c(C)c1/C=C/C(=O)c1ccc(S(=O)(=O)N2CCCC2)cc1
    -0.1, 2.2, -0.2, 11.4
COc1ccc(-c2ccc(=O)n(C3CCN(C(=O)C4CCCC(OC)C4)CC3)n2)cc1F (stereo unspecified)
    -0.1, -40.4, 0.0, -6.6

Next part, starting with the last five of the part before.
Screens in order – FBW7 activator, TEAD-YAP inh, GPR151 ag, MITF primary
COc1cc(C=O)cc(OC)c1OC(=O)c1ccc(Cl)c([N+](=O)[O-])c1
    0.0, -3.0, -1.8, 13.7
O=C(O)c1cccc(NC(=S)NC(=O)c2ccc(F)cc2)c1
    -0.3, -13.6, 2.3, 0.5
COc1ccc(C(=O)Nc2sc3c(c2C(N)=O)CCC(C)C3)c(OC)c1 (stereo unspecified)
    0.0, 0.2, 1.1, -1.9
Cc1nn(-c2ccccc2)c(C)c1/C=C/C(=O)c1ccc(S(=O)(=O)N2CCCC2)cc1
    -0.1, 2.2, -0.2, 11.4
COc1ccc(-c2ccc(=O)n(C3CCN(C(=O)C4CCCC(OC)C4)CC3)n2)cc1F (stereo unspecified)
    -0.1, -40.4, 0.0, -6.6
CC(Cc1cccnc1)NC(=O)c1cc(COc2ccc3ncccc3c2)on1 (stereo unspecified)
    0.3, 30.6, -0.3, 6.8
NC(=O)CSc1nc2cc(Cl)ccc2c(=O)n1-c1ccccc1
    0.0, 13.1, 0.7, 3.3
COc1ccc(-c2csc3nccn23)cc1
    -0.1, 0.3, 1.0, 4.3
CC[C@H]1OC(=O)[C@H](C)C(=O)[C@H](C)[C@@H](O[C@@H]2O[C@H](C)C[C@H](N(C)C)[C@H]2O)[C@](C)(OC)C[C@@H](C)C(=O)[C@H](C)[C@@H]2N(CCCCn3cnc(-c4cccnc4)c3)C(=O)OC21C (stereo partly specified)
    -0.1, -11.1, -1.4, -13.4
COc1ccc(-c2cc(C)nc3c(-c4ccccc4)cnn23)cc1
    1.7, -41.2, 1.2, 14.4
NC(=O)c1ccccc1NC(=O)c1ccc2ccccc2c1
    0.1, -59.0, -2.8, -12.3
COCCN1C(=O)N(c2cccc(OC)c2)C(=O)C1CC(=O)Nc1ccccc1 (stereo unspecified)
    -0.1, -9.4, -0.2, -1.6
COc1ccc(CNC(=O)CSCC(=O)Nc2ccc3ccccc3c2)cc1
    0.5, -1.8, -1.7, 15.3
CC1(C)CC(=O)C=C(Nc2sc3c(c2C(N)=O)CCCC3)C1
    -0.1, 10.2, 0.6, 80.7*
COc1ccc(C(=O)NC2CCCC(C)C2C)cc1OC (stereo unspecified)
    0.0, -7.5, -0.1, -6.8
COc1cc(/C=N/N2CCN(Cc3ccc(C)cc3C)CC2)cc(OC)c1O
    -0.1, -0.9, -0.3, 4.3
COCCNCCOCCOc1cc(C)cc(C(C)C)c1
    0.0, 1.3, -1.2, 52.6*
Fc1ccc(-c2n[nH]c(=S)o2)cc1
    0.3, -13.1, 1.0, 24.9
O=C(CSc1nccc(=O)[nH]1)n1c2c(c3ccccc31)CCCC2
    -0.1, 1.4, 0.0, -1.4
CN(C)CCOc1cc(-c2cn[nH]c2)ccc1C(=O)NCc1cccs1
    -0.1, -9.4, 1.1, -8.0
CC[n+]1oc(C)c2ccccc21
    0.2, 5.5, 4.0, 11.0
CC(C)C(=O)Nc1nnc(-c2ccccc2)o1
    -0.1, -10.3, 1.8, 0.3
O=c1c(NCCc2ccccc2)c(-c2ccccc2)c1=O
    0.2, 9.0, -1.4, 7.7
CCCCC(=O)NCCNc1nc2ccc(OCC)cc2cc1C
    -0.1, 1.9, -0.2, 21.7
Cc1ccccc1CNC(=O)C(=O)Nc1ccccc1Cl
    0.1, -40.4, -0.7, 6.2

Next entries
Screens in order – FBW7 activator, TEAD-YAP inh, GPR151 ag, MITF primary
CCCCCOC(=O)c1cc(-c2cc(C(=O)OCCCCC)c3ccccc3n2)nc2ccccc12
    -0.1, 3.8, -0.3, -19.6
CCOC(=O)CCNC(=O)N1CCCC(N2CCN(Cc3ccc4c(c3)OCO4)CC2)C1 (stereo unspecified)
    0.0, -1.4, 0.9, -14.6
COC(=O)C1=C(C(=O)OC)SC(=C2C(=S)C(C)(C)N(C(=O)CN3C(=O)C4CCCCC4C3=O)c3cc(C)ccc32)S1 (stereo unspecified)
    0.1, -1.5, -1.6, 26.6
Cc1c(CNC2CCCC2)c(C(=O)O)c(C)n1Cc1ccccc1F
    -0.1, 1.8, -1.1, 12.1
CCOC(=O)c1cc(-c2cccc(C(F)(F)F)c2)nc2c1c(=O)[nH]c(=O)n2C
    0.1, 2.9, 0.0, 7.3
